TIM10 inh: growth inhibitors of isogenic TIM10 control yeast, primary screen, counter-screen for tim10-1 yeast inhibitor project, luminescence, uHTS; S. cerevisiae TIM10 strain growth, BacTiter-Glo luminescence, 24 h; inhibition, % at 10 µM; hit rate 1.4% among 330,000; AID 463195, 2010;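 active means inhibition of 40% or more at the single tested concentration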;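 further: wild-type TIM10 isogenic control strain grown at permissive 25 °C; 0% = DMSO yeast wells and 100% = minimal medium wells without yeast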
697 NFkB inh: inhibitors of PMA/ionomycin-induced NF-kB reporter, 697 cells, primary screen, B-cell NF-kB inhibitor project, cell-based, luminescence, uHTS; inhibition, % at 4 µM; AID 435022, 2010; 697 B-cell NF-kB luciferase reporter, 16 h; hit rate 0.33% among 330,000; in the data active means inhibition above about 35%
Jurkat NFkB inh: inhibitors of induced NF-kB luciferase reporter, primary screen, TCR NF-kB activation inhibitor project, cell-based, luminescence, uHTS | Jurkat, PMA/ionomycin-induced NF-kB luciferase reporter | inhibition, % at 4 µM | hit rate 0.53% among 330,000 | AID 435003, 2010; in the data active means inhibition above about 50%
UPR CHOP act: activators of apoptotic CHOP UPR arm, primary screen, cell-based, CHO-CHOP luciferase reporter, luminescence, uHTS; UPR activation; percent of tunicamycin response over DMSO baseline; activation, % at 10 µM; hit rate 0.34% among 330,000; AID 449763, 2010;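 active means at 10 µM dose, activation of 40% or more, normalized to positive control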;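 further: 100% = tunicamycin at 10 µg/mL and 0% = DMSO alone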
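Evaluation: % reporter activation, DMSO baseline versus tunicamycin full activation; System: CHO-CHOP luciferase reporter cell line; Input: 500 cells/well; Incubation: 6 h compound treatment, 37 °C; Measured by: Steady-Glo luciferase luminescence; Dosing: one dose, 10 µM in 0.5% DMSO; Buffer or medium: F12 medium, 10% FBS; Benchmarks: positive tunicamycin 10 µg/mL, negative DMSO alone.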
Mdm2 MdmX PPI: inhibitors of human Mdm2-MdmX association, primary screen, cell-based, luminescence, split luciferase, SaOS-2, uHTS. Protein Mdm4 (Homo sapiens) + E3 ubiquitin-protein ligase Mdm2 (Homo sapiens), …. SaOS-2 split-luciferase Mdm2/MdmX complementation. inhibition, % at 8 µM. hit rate 3% among 330,000;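 active means inhibition of at least 50% at 8 µM in the primary screen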
Target sequence (O15151 whole entry, looked up): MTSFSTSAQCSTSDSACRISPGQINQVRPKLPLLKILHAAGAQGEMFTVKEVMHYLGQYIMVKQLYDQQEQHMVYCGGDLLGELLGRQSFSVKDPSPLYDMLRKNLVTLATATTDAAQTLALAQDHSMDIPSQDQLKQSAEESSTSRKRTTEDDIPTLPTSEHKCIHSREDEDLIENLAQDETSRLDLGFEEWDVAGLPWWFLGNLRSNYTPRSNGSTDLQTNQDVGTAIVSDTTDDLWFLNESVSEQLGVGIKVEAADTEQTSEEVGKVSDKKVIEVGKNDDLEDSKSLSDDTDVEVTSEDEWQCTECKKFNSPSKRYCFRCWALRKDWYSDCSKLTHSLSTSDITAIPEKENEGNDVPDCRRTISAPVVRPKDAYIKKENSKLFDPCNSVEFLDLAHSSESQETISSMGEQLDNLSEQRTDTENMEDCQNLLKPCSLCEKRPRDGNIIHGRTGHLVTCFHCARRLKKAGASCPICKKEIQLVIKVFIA
Target sequence (Q00987 whole entry, looked up): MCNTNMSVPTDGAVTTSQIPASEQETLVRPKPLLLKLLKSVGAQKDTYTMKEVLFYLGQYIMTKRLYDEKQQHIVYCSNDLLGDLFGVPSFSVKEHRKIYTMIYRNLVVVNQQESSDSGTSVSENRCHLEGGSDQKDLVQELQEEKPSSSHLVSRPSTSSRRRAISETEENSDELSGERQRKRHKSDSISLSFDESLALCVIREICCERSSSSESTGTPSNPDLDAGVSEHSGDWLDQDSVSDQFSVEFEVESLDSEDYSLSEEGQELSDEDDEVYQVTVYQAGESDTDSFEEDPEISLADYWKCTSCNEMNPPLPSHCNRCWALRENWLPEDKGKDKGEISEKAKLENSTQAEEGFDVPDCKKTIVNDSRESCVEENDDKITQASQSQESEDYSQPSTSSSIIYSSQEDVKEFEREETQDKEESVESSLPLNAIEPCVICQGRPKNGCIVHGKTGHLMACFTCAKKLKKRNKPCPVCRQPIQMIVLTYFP
tim23-1 inh: growth inhibitors of tim23-1 mutant yeast, primary screen, luminescence, uHTS. S. cerevisiae tim23-1 growth, BacTiter-Glo luminescence, 24 h. inhibition, % at 20 µM. hit rate 1.3% among 330,000. AID 463212, 2010;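 active means growth inhibition of the mutant yeast at or above 50%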;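 further: temperature-sensitive mutant grown at 25 °C; plate controls were DMSO-treated mutant yeast for no effect and medium wells lacking yeast for full effect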
tim10-1 inh: growth inhibitors of tim10-1 mutant yeast, primary screen, luminescence, uHTS | S. cerevisiae tim10-1 ts strain growth, BacTiter-Glo, 24 h | inhibition, % at 20 µM | hit rate 2.2% among 330,000 | AID 463190, 2010;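 active means inhibition of at least 40%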;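 further: mutant grown at 25 °C; 0% = DMSO wells with yeast and 100% = wells holding no yeast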
XBP1 UPR activ: activators of adaptive XBP1 UPR arm, primary screen, cell-based, CHO-XBP1 luciferase reporter, luminescence, uHTS; IRE1-XBP1 UPR activation; percent of tunicamycin response, DMSO as zero; activation, % at 20 µM; hit rate 0.33% among 330,000; AID 463104, 2010;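 active means versus positive control, 20 µM dose yields 30% or more activation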;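 further: 100% = tunicamycin at 10 µg/mL and 0% = DMSO only wells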
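Material – CHO cell line with stable XBP1 luciferase reporter · Buffer or medium – F12 plus 10% FBS · Compound – single point, 20 µM final compound, 1% DMSO · Schedule – 16-18 h cell attachment at 37 °C, then 6 h compound exposure · Signal – Steady-Glo luminescence read · Benchmarks – high control tunicamycin 10 µg/mL final, low control DMSO vehicle only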
Active calls of the source: *.

Value order: Jurkat NFkB inh	XBP1 UPR activ	UPR CHOP act	TIM10 inh	tim23-1 inh	tim10-1 inh	Mdm2 MdmX PPI	697 NFkB inh
COc1ccccc1Nc1nnc(C)c(=O)[nH]1
    -2.0	-1.2	-0.6	-12.0	0.1	14.5	7.1	4.6
CCNc1ccc(Br)cc(C(=O)/C=C/c2c(Cl)cccc2Cl)c1=O
    25.4	4.2	17.1	38.9	33.0	54.7*	26.3	-10.3
COC(=O)CCCn1nc(NC(=O)c2ccco2)cc1C
    12.6	7.2	2.3	12.9	0.7	4.0	-36.0	8.5
C=CCNC(=S)N/N=C/c1ccc(C(F)(F)F)cc1
    26.7	-2.0	-0.1	40.4*	44.0	22.0	13.6	-20.8
O=C(N/N=C1/CC2C=CCC12)c1ccc(Br)o1 (stereo unspecified)
    -4.9	1.2	0.6	-6.7	5.0	18.9	-7.5	-17.5
COc1ccc(/C=C2\CCCc3c2nc2ccccc2c3C(=O)O)cc1OC
    4.3	-2.8	1.0	-4.7	0.0	-9.1	13.5	-10.7
CCCOP(=O)(c1ccc(N(C)C)cc1)C(O)c1cc(OC)ccc1OC (stereo unspecified)
    12.0	-2.4	-2.4	8.2	22.4	15.8	14.3	7.2
CC1(C)OC(=O)N(CCC(=O)Nc2cccc(F)c2)C1(C)O (stereo unspecified)
    -3.3	-1.6	-1.1	-12.8	10.5	5.3	11.6	-2.9
Cc1csc(CN(C)C(=O)CC2C(=O)NCCN2CC(C)(C)C)n1 (stereo unspecified)
    -2.9	1.7	0.2	-12.9	5.3	1.1	-23.6	-0.4
Cc1cc(OCC(=O)OCC(=O)c2c(N)n(C)c(=O)n(C)c2=O)ccc1Cl
    12.2	0.3	-0.2	6.8	-15.7	-5.8	17.9	-2.4
COc1ccc2c(c1)NC(c1cc(Cl)cc(Cl)c1O)c1cccn1-2 (stereo unspecified)
    -1.5	48.9*	5.7	16.3	0.5	1.3	81.2*	4.6
COc1cc(C(N)=O)ccc1OCc1ccccc1
    -16.4	2.3	0.4	-8.0	13.0	12.8	-24.0	-6.6
COc1ccc(C(O)C(CN2CCOCC2)c2ccccc2)cc1F (stereo unspecified)
    -4.5	-0.6	-2.0	-5.4	21.4	15.1	-14.2	-22.0
CC(C)(C)c1ccc(/C=N/NC(=S)Nc2cccnc2)cc1
    -1.3	-4.8	1.3	32.1	16.7	34.7	-7.2	-15.5
O=S(=O)(c1ccc(F)cc1F)N1CCCN(c2ccc(C(F)(F)F)cn2)CC1
    12.3	-1.5	-0.3	24.7	37.1	25.0	32.9	4.5
CC(=O)N1Cc2ccccc2CC1C(=O)N1CCN(c2ccccc2)CC1 (stereo unspecified)
    -5.5	0.6	0.4	-4.4	4.3	12.9	-4.9	7.7
COc1ccc(CCN2CC(C(=O)N(C)CC(=O)Nc3cccc(F)c3)CC2=O)cc1OC (stereo unspecified)
    -7.0	-6.1	-1.3	3.7	3.4	11.9	20.1	13.1
Cc1cc(C)cc(NC(=O)CCc2nc3sc4c(c3c(=O)[nH]2)CCCC4)c1
    11.6	-2.6	-0.1	-4.4	-7.1	8.9	82.1*	31.9
CCn1c(SC(C)C(=O)NCC2CCCO2)nc2ccccc21 (stereo unspecified)
    -0.3	-1.4	-1.0	0.3	1.3	2.8	-8.0	15.5
CN(C)c1ccc(/C=C2/SC(=O)N(CCN=C3NS(=O)(=O)c4ccccc43)C2=O)cc1
    -10.9	17.7	14.6	-1.1	-11.2	15.2	60.5*	-68.4
CC(Oc1ccc2c3c(c(=O)oc2c1)CCCC3)C(=O)NCc1cccnc1 (stereo unspecified)
    10.5	-4.4	-1.3	9.2	11.5	3.1	-5.2	-4.3
CCOc1cccc(CN(C)CC2CCCN(CCc3ccc(Cl)cc3)C2)c1O (stereo unspecified)
    -9.9	-1.7	-1.2	-233.9	-98.0	-77.8	19.1	1.6
Cc1csc(SCC(=O)NC(=O)NC2CCCC2)n1
    0.3	0.3	-1.5	17.3	17.9	11.7	-16.5	4.5
CCOC(=O)C1CCN(S(=O)(=O)c2ccc(-c3ccccn3)s2)CC1
    17.2	-3.1	-1.7	26.5	39.4	38.0	23.8	-6.7
C=C(C)C1(O)OC(=O)C=C1OC (stereo unspecified)
    6.9	-4.1	11.8	-5.7	-14.6	-9.4	36.4	5.6
COc1cc(OC)cc(-c2nnc(NC(=O)CCS(=O)(=O)c3ccc(C)cc3)o2)c1
    -23.9	-3.5	-1.3	-6.3	-0.5	5.8	51.0*	15.1
CCCC(=O)Nc1ccc(C(=O)n2nnc3ccccc32)cc1
    5.2	0.0	3.1	16.2	29.7	30.9	19.8	7.0
CC(C)(C)CN1CCNC(=O)C1CC(=O)N1CCC(C(=O)N2CCOCC2)CC1 (stereo unspecified)
    5.3	-1.2	0.0	3.1	3.4	-3.4	20.1	14.9
COc1ccc(N(CC(=O)NC2CCCC2)S(=O)(=O)c2c(C)[nH]c(=O)[nH]c2=O)cc1
    -4.1	-2.1	-2.2	-1.1	-10.3	-0.5	-2.3	21.7
COc1cc(C(=S)N2CCOCC2)ccc1OC(=O)c1ccc([N+](=O)[O-])cc1[N+](=O)[O-]
    -2.9	-5.6	8.1	43.5*	13.0	18.4	36.9	13.7
Cn1c(=O)cc(OCCCC(=O)NC2CCCC2)c2ccccc21
    3.5	2.6	1.5	14.8	-5.2	7.6	66.6*	68.5*
CC(CCc1ccccc1)NC(=O)c1ccco1 (stereo unspecified)
    6.5	-0.4	0.1	-5.8	8.4	5.2	12.1	3.5
CC1(c2ccccc2Cl)NC(=O)N(CC(=O)Nc2ccc(N3CCOCC3)cc2)C1=O (stereo unspecified)
    -33.3	0.4	-0.2	3.0	7.3	9.1	-4.2	4.7
Cc1cc(=O)n2ccsc2n1
    -14.0	-0.6	-1.1	-18.6	2.3	6.8	8.7	-19.2
Cc1noc(C(=O)Nc2ccc(Cl)cc2)c1Cl
    18.1	-2.6	0.2	12.1	9.8	11.2	-36.0	-1.7
O=C(CCn1c(=O)oc2ccc(Cl)cc21)N1CCN(c2ccccc2)CC1
    3.0	0.6	-1.0	6.3	22.5	22.8	-10.9	6.5
COc1ccc(S(=O)(=O)N2CCOCC2)cc1NC(=O)COC(=O)c1oc2ccccc2c1C
    -12.5	4.3	-0.4	-7.3	-1.4	0.7	11.2	29.4
COCCNC(=S)N1CCc2cc(OC)c(OC)cc2C1c1cccs1 (stereo unspecified)
    10.9	0.4	2.7	-2.0	16.0	17.7	-25.8	10.8
CCCCC1=CC2=C(c3ccco3)C(=O)C(C)(OC(=O)c3ccc(OC)cc3)C(=O)C2=CN1CCCCO (stereo unspecified)
    18.6	1.0	-1.6	7.7	10.3	-6.6	-0.1	4.0
Cc1ccc(NC(=O)NC2CC(=O)N(c3ccc4c(c3)OCCO4)C2)cc1F (stereo unspecified)
    -14.3	1.1	-1.5	-5.9	-4.9	-3.7	-1.0	22.9
Cn1nnc(NC(=S)NC(=O)c2ccco2)n1
    7.2	-1.5	0.0	8.1	3.5	-6.5	-8.6	-2.9
CN(C)c1ccc(N=Cc2nc(-c3ccccc3)oc2OC(=O)c2cccc(Br)c2)cc1
    -77.5	4.9	32.7	4.6	17.3	11.7	-157.3	-99.0
OCCCNCc1ccc(Cl)cc1Cl
    -15.3	-3.5	-1.5	-16.8	-4.9	-14.5	-15.6	10.1
Cc1[nH]nc2c1C(c1cccnc1)N(c1ccc(Br)cc1)C2=O (stereo unspecified)
    9.3	2.3	-0.2	5.2	3.1	-1.2	25.5	10.8
Nc1ccc(C(=O)Oc2ccc([N+](=O)[O-])cc2)c(O)c1
    4.2	-2.1	5.0	-2.6	-15.2	-16.6	-5.1	16.1
Cc1ccc(C(=O)NCc2nnc(SCC(=O)NC(C)c3ccccc3)n2C)cc1 (stereo unspecified)
    11.8	-3.9	0.2	6.3	2.9	4.3	-11.6	17.3
Cc1ccc(C(=O)COC(=O)c2nc(Cl)ccc2Cl)cc1
    5.5	-2.0	1.3	4.5	12.8	10.5	17.2	-4.1
Fc1ccc2nc3[nH]c4ccccc4c3nc2c1
    -106.0	11.3	5.3	30.3	36.1	19.6	-175.4	-169.6
N/C(=N\S(=O)(=O)c1ccc(Cl)s1)c1ccccc1
    -9.5	-0.9	-3.2	-9.4	13.9	29.7	-8.9	-27.5
Cc1c(C(=O)Nc2ccc(F)c(F)c2)oc2ccc(S(=O)(=O)N3CCCCC3)cc12
    6.9	-1.2	4.4	-4.8	-4.3	-11.2	15.5	-12.0
CCCCNS(=O)(=O)c1ccc2nc(SCC(=O)Nc3cc(C)cc(C)c3)[nH]c2c1
    0.4	-3.8	-1.6	-1.4	-2.1	4.4	28.7	13.3
CC(C)/C=C/CN1CCCC(N2CCN(c3cccc(Cl)c3)CC2)C1 (stereo unspecified)
    3.0	-2.3	-2.9	-16.3	-60.2	-90.8	4.3	-20.9
O=C(Cc1ccccc1)Nc1nc(-c2ccc(F)c(F)c2)cs1
    10.9	5.0	2.1	10.3	5.6	-8.2	13.7	-5.6
CC(=O)c1cccc(NC(=O)c2ccc3c(c2)OCO3)c1
    -39.2	-0.8	1.4	-3.3	14.5	13.8	-9.1	-44.3
Fc1ccc(-c2nc(-c3cnccn3)no2)c(Cl)c1
    -74.1	-5.8	-2.2	13.3	5.6	29.0	-66.6	-107.2
COc1ccc(/C=C2\SC(=S)N(CC(=O)N3CCN(C)CC3)C2=O)cc1
    -8.3	-1.0	1.9	-6.5	26.1	-9.2	19.6	-1.1
CS(=O)(=O)N(CC(=O)N1CCN(c2ccc(F)cc2)CC1)c1cccc(Cl)c1
    8.9	-1.3	-2.4	15.9	16.4	29.8	9.7	14.8
COc1ccc(C(CNC(=O)c2cccc(NS(=O)(=O)c3ccc(C)c(F)c3)c2)N2CCOCC2)cc1 (stereo unspecified)
    -9.8	-3.1	0.5	3.8	-5.6	6.4	21.4	11.7
O=C(/C=C/c1ccccc1)N1CCOCC1
    -1.5	-3.4	0.3	3.7	2.3	-4.2	-8.9	-8.5

Arranged by value in Jurkat NFkB inh (highest first): 3 of the compounds above
| molecule | Jurkat NFkB inh | XBP1 UPR activ | Mdm2 MdmX PPI | 697 NFkB inh |
| --- | --- | --- | --- | --- |
| Cc1ccc(C(=O)NCc2nnc(SCC(=O)NC(C)c3ccccc3)n2C)cc1 (stereo unspecified) | 11.8 | -3.9 | -11.6 | 17.3 |
| COc1ccc(/C=C2\SC(=S)N(CC(=O)N3CCN(C)CC3)C2=O)cc1 | -8.3 | -1.0 | 19.6 | -1.1 |
| Fc1ccc(-c2nc(-c3cnccn3)no2)c(Cl)c1 | -74.1 | -5.8 | -66.6 | -107.2 |

Bioassay records (PubChem BioAssay)

Outcome played no part in choosing rows, and some 6.6% of all compounds hit somewhere here.
